# ABCB6 inh MLPCN: human ABCB6 transporter inhibition; K562-ABCB6 porphyrin accumulation, flow cytometry, 1 h; stronger effect = lower value; fluorescence ratio to DMSO, % at 10 µM; actives 0.19% (n = 360,000); AID 602162;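 active = fluorescence ratio to DMSO below 75%, the collection mean minus 3 SD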;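 also: signal is porphyrin accumulated inside mitochondria; 100% equals median channel fluorescence of DMSO control wells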
# Target sequence (Q9NP58 whole entry, looked up): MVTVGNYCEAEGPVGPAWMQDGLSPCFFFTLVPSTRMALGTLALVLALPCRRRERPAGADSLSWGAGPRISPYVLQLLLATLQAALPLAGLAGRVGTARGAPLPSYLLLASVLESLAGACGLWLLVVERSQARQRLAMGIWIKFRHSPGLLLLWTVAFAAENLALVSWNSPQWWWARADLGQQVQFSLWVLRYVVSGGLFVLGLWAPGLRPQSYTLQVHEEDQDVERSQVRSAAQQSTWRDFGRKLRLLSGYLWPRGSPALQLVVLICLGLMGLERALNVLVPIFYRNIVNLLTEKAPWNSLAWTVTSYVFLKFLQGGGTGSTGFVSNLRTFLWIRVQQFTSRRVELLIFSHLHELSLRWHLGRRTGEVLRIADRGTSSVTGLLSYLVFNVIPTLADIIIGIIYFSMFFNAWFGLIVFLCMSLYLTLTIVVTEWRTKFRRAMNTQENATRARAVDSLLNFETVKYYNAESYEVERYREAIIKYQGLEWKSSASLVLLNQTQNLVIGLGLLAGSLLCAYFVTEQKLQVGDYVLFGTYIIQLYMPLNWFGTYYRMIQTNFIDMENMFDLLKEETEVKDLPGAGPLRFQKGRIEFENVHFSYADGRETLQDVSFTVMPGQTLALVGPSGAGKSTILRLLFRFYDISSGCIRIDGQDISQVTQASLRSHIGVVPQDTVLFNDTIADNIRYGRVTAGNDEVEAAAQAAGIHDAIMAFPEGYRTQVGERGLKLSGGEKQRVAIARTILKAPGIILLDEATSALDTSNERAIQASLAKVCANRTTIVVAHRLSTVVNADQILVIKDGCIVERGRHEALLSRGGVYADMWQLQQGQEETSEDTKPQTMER
# MC4R antagonist: antagonists of human melanocortin 4 receptor (MC4R); P32245; MC4R-expressing cells, MTII-stimulated cAMP, LANCE TR-FRET; inhibition, % at 6.5 µM; actives 0.48% (n = 360,000);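 active = inhibition above its plate's cutoff, the mean of tested wells on that plate plus 3 SD, cut at about 29% in these data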;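 also: 0% = Melanotan II alone and 100% = Melanotan II plus saturating MCL0020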
#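 Material: U2OS-MC4R stable cell line | Reagent: Melanotan II challenge after compound preincubation | Doses: One concentration, 6.5 µM nominal | Incubation: 30-min compound preincubation, 1-h Melanotan II challenge, 1-h detection, room temperature | Signal: TR-FRET cAMP assay | Replicates: One well per compound, no replicates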
# ABHD5 PLIN5 PPI: blocks binding of human ABHD5 to perilipin-5; Split G. princeps luciferase complementation, luminescence, 4 h; AID 602281; inhibition, % at 4 µM; actives 0.78% (n = 360,000);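 active = inhibition above the mean inhibition across every tested compound plus 3 SD, cut at about 22% in these data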;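 also: 0% = DMSO only wells and the 100% control is not disclosed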
# TLR9-MyD88 inh: inhibitors of human TLR9-MyD88 binding | Q9NR96+Q99836 | CHO BLA complementation TLR9-MyD88, CCF4 FRET ratio | inhibition, % at 4.98 µM | actives 0.21% (n = 340,000) | AID 504734;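 active = inhibition above the mean over all tested compounds plus 3 SD, cut at about 21% in these data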;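 also: 0% = DMSO only wells and 100% = clavulanate BLA inhibitor control wells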
# Cardio protect: modulators protecting cardiomyocytes from myocardial damage | H9c2 cardiomyocytes, H2O2 injury protection, ATPLite, 2 h | AID 588492 | actives 0.63% (n = 360,000) | protection from H2O2 cell death, % at 20 µM;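 active = compounds giving at least 50% protection of heart cells from peroxide-induced death in the single-dose screen, raw or plate-pattern-corrected value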;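 also: 0% = DMSO wells with peroxide and 100% = DMSO wells without peroxide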
# MC4R barr agon: activates human MC4R beta-arrestin recruitment. U2OS MC4R beta-arrestin complementation, luminescence; percent of melanotan II response, DMSO zero. P32245. activation, % at 8.9 µM. actives 0.98% (n = 360,000);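 active = activation above a per-plate cutoff, the mean activation of sample wells on that plate plus 3 SD, cut at about 8% in these data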
# SRC2 inh: human SRC2 (NCOA2) inhibition; Q15596; HEK293 GAL4-SRC2 luciferase reporter, luminescence; inhibition, % at 9 µM; actives 0.17% (n = 370,000); AID 651957;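 active = inhibition above the mean inhibition of all tested compounds plus 3 SD, set per campaign, cut at about 52% in these data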;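 also: 0% = DMSO treated cells and 100% = cells given Gossypol at 36 µM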
# HTR2A ag: agonists of mouse serotonin 5-HT2A receptor (HTR2A). P35363. CHO-K1 mHTR2A beta-arrestin complementation, luminescence; percent of 30 µM serotonin response. activation, % at 7.6 µM. actives 0.66% (n = 360,000);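 active = activation above a run cutoff, the mean activation of all tested compounds plus 3 SD, cut at about 14% in these data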;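 also: 0% = plate median of compound wells and 100% = 30 µM serotonin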
# NOD2-RIPK2 inh: blocks binding of human NOD2 to RIPK2; actives 0.38% (n = 360,000); inhibition, % at 4.98 µM; CHO BLA complementation NOD2-RIPK2, CCF4 ratio; O43353; in the data active = inhibition above about 21%;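 also: 0% = vehicle only and 100% = reference blocker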
# N-glyco inh: blocks N-linked glycosylation in D54 reporter cells | actives 0.23% (n = 360,000) | reporter increase, % at 12.5 µM | AID 588692 | D54 ERlucT glycosylation luciferase reporter, 24 h; percent of 100 nM tunicamycin response;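 active = mean luciferase reporter signal, scaled so untreated is 0 and the glycosylation-blocking control 100, at or above a set limit in every replicate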;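 also: luciferase carries N-glycosylation sites so blocking glycosylation raises the light; 0% = median of neutral control wells and 100% = median of 100 nM tunicamycin wells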
# Active calls of the source: *; i = inactive; · = not tested or not shown. Some of the compounds tested. The share of hits here may be higher or lower than overall.
SMILES,ABCB6 inh MLPCN,MC4R antagonist,ABHD5 PLIN5 PPI,TLR9-MyD88 inh,Cardio protect,MC4R barr agon,SRC2 inh,HTR2A ag,NOD2-RIPK2 inh,N-glyco inh
COc1ccc(CN2C(=O)C(CC(=O)NCC3CCCCC3)CC(C(=O)N(C)C)=C2C)cc1 (stereo not given),97.0,3.3,-7.2,-1.3,-4.4,-3.2,12.4,0.0,13.5,2.9
COc1ccc(NC(=O)Cc2coc3cc(C)ccc23)cc1S(=O)(=O)N1CCOCC1,104.0,8.2,-5.9,-7.5,12.5,-0.7,-18.7,-1.3,2.5,-1.8
COc1cc(OC)c(OC)cc1CNCC1COc2ccccc2O1 (stereo not given),97.0,0.0,11.5,1.5,7.1,-0.1,-52.8,1.8,8.1,3.6
CCN1CCCC1CNC(=O)C(=O)NCCc1ccc(OC)c(OC)c1 (stereo not given),103.0,3.2,1.9,1.8,3.8,0.0,14.9,-0.5,1.4,1.1
CCOC(=O)N1CCN(c2ccccc2O)CC1,102.0,3.0,2.4,10.0,5.6,-1.9,2.0,4.2,-8.4,-3.0
COc1ccccc1-c1nnc(SCC(=O)N2CCCCC2)o1,97.0,6.8,3.7,0.5,10.6,-1.4,5.3,10.9,2.5,-1.2
CCCS(=O)(=O)NC(=O)C1(C)CCN(C(=O)c2cccc(OC(F)(F)F)c2)C1 (stereo not given),98.0,16.0,-4.7,·,1.0,1.1,3.8,-1.5,-1.6,0.4
O=C(O)c1cc(-c2ccco2)nn1-c1cccc(Cl)c1,100.0,17.7,6.5,-4.3,11.5,-1.8,3.2,5.3,10.1,-0.7
Cc1oc2c(O)c(O)ccc2c(=O)c1-c1ccc(Cl)cc1,93.0,-2.1,2.2,-0.6,72.3*,-1.1,-0.6,0.7,-7.8,-0.8
Nn1c(SCC(=O)NC2CCCc3ccccc32)nnc1C1CC1 (stereo not given),99.0,3.5,10.4,10.3,-2.1,-1.2,30.3,4.1,8.1,0.7
CCO/N=C(\C)c1c(O)cc(C(C)C)n(-c2ccccc2)c1=O,100.0,2.3,1.3,-3.5,-1.0,0.5,-36.6,0.6,-11.3,3.4
COc1cccc(OC)c1C(=O)Nc1cc2c(cc1N1CCOCC1)n(C)c(=O)n2C,98.0,-0.5,-1.2,-8.1,4.1,-0.6,-1.3,-0.2,-0.5,5.0
O=C(Nc1ccccc1F)C1CCN(C(=O)NC2CCCCC2)CC1,95.0,0.1,-1.9,-2.4,-2.2,-1.5,-22.4,-1.0,7.7,-0.8
CCOc1ccc(-c2n[nH]c(=S)n2/N=C/c2cc3c(cc2[N+](=O)[O-])OCO3)cc1,93.0,-1.7,2.7,1.0,1.2,2.6,-3.1,9.2,-10.9,1.2
OCCCNc1nc(-c2ccccc2)c2cc(Br)ccc2n1,94.0,8.3,-7.2,5.9,-7.2,2.5,-10.1,-2.6,-10.7,3.2
COc1ccc(C)cc1S(=O)(=O)N(C)CC(=O)NCc1ccco1,99.0,8.3,8.7,-1.7,7.3,-0.2,-1.1,15.9*,-15.5,-2.3
Cc1ccc(C)c(NC(=O)CN2C(=O)NC(CCc3ccccc3)C2=O)c1 (stereo not given),97.0,7.7,-1.4,3.2,6.1,-0.9,-36.2,1.7,1.5,0.4
O=C(Nc1nc2ccc(S(=O)(=O)N3CCCCC3)cc2s1)C1CCCO1 (stereo not given),i,0.6,-8.1,-5.1,8.4,-0.1,1.5,-5.8,0.9,-2.4
O=C(Nc1cc2c3c(c1)CC(=O)N3CCC2)c1ccccc1C(F)(F)F,98.0,14.9,-0.8,-1.1,17.2,-2.0,-1.8,-5.4,-4.3,0.6
O=C1NC(=S)N/C1=C/c1cccc([N+](=O)[O-])c1,102.0,-4.3,6.2,-1.4,12.5,-0.5,-29.5,-2.0,-13.8,2.0
COc1ccc(C2C(C(=O)Nc3cccc(C)n3)c3ccccc3C(=O)N2C)cc1 (stereo not given),92.0,5.3,-1.0,-2.5,-3.8,-2.2,13.8,-1.6,-3.1,-0.7
C[C@@H]1CN([C@H](C)CO)C(=O)c2cc(NC(=O)Nc3cccc4ccccc34)ccc2O[C@H]1CN(C)Cc1ccc(C(F)(F)F)cc1,98.0,3.9,-2.8,-4.4,1.2,0.2,29.4,-0.6,-2.4,-4.6
COCCNC(=O)/C(C#N)=C/c1cc(C(C)C)c(OC)cc1C,97.0,-3.7,6.4,7.0,-5.4,4.1,33.5,-1.4,-8.2,1.1
Cc1ccc(OCCOCCN(C)C)c(Cl)c1,102.0,-4.7,5.9,6.4,0.0,1.1,3.0,-2.7,-8.4,1.4
COC(=O)[C@H](Cc1ccccc1)NC(=O)NCc1ccccc1OC,105.0,10.5,-6.9,-5.6,1.6,-0.9,1.4,-0.4,-5.9,0.3
Cc1cc(C)n(S(=O)(=O)c2ccc3ccccc3c2)n1,100.0,18.2,-0.4,1.4,12.0,-1.3,5.6,-1.6,2.5,-1.7
CCOc1cc(CNCCCN2CCOCC2)cc(Cl)c1OCC(=O)NC(C)(C)C,101.0,5.4,-5.7,-12.8,7.4,-1.0,-32.6,-6.9,-8.9,-0.3
CCCCc1nnc(NC(=O)C2=COCCO2)s1,106.0,11.9,4.3,-20.7,1.2,-2.5,-34.9,-7.7,-5.2,-2.3
Cn1c(N)c(C(=O)NCc2ccccc2)sc1=S,109.0,15.1,-19.8,-3.9,2.3,1.4,-30.7,3.1,-4.3,-0.7
CSc1nsc(NC(=O)Nc2ccccc2)n1,95.0,-3.2,1.8,5.1,-13.5,1.2,-15.4,6.0,-9.3,0.7
Cn1c(=O)c2c(ncn2CC(O)CNc2ccc(Cl)cc2)n(C)c1=O (stereo not given),150.0,-0.5,-3.1,-10.2,1.9,-1.5,20.9,-4.9,2.1,1.3
COc1ccc(-c2ccc(CN3C(CC(C)C)C(=O)N(Cc4cn(Cc5ccco5)nn4)CCS3(=O)=O)cc2)cc1OC (stereo not given),98.0,-2.7,-7.6,-4.3,15.8,-1.1,-14.1,4.8,4.9,-1.7
CCCc1cc(=O)[nH]c(SCC(=O)Nc2oc(C)c3c(C)n[nH]c(=O)c23)n1,100.0,7.0,0.8,-6.9,-0.5,-3.5,4.6,8.0,5.3,-0.9
CCCS(=O)(=O)N1CCN(S(=O)(=O)c2ccc(F)cc2)CC1,100.0,1.5,-2.0,-4.3,6.9,-1.1,-23.5,6.4,-7.1,-2.2
CCOc1ccc(-c2c(=O)n(OCc3ccc([N+](=O)[O-])cc3)c3ccccc3[n+]2[O-])c(OCC)c1,93.0,3.7,-5.7,2.0,2.2,-1.2,-1.9,4.6,1.7,-4.4
Cc1cccc(OCCCC(=O)Nc2ccc(S(N)(=O)=O)cc2)c1,105.0,0.5,-0.1,-1.8,-7.4,-1.8,-55.0,-6.3,-15.1,2.5
COC(=O)NC1CC2C=CC1C1C=CC21 (stereo not given),104.0,7.3,-1.4,-7.9,-0.4,-1.7,2.2,-5.2,-3.1,0.3
CCN(C(=O)c1cn(C)c(=O)c2cc(OC)c(OC)cc12)c1cc(OC)ccc1OC,97.0,18.6,5.5,-2.9,6.8,1.6,9.9,3.3,-1.5,0.3
C[C@H]1CN([C@@H](C)CO)C(=O)CCCn2nncc2CO[C@H]1CN(C)S(=O)(=O)c1ccc(C#N)cc1,100.0,7.2,-7.4,-17.8,-3.7,2.0,6.2,3.2,7.9,-0.2
Cc1ccc(C(=O)CSc2nc(C(C)C)nc3ccccc23)cc1,101.0,20.6,-6.6,3.5,6.5,-1.4,6.2,-0.4,-4.5,-0.1

# Looked up above:
# Result of CSc1nsc(NC(=O)Nc2ccccc2)n1 under ABHD5 PLIN5 PPI: 1.8
# Result of Cn1c(=O)c2c(ncn2CC(O)CNc2ccc(Cl)cc2)n(C)c1=O (stereo not given) under MC4R barr agon: -1.5
# Result of O=C(Nc1cc2c3c(c1)CC(=O)N3CCC2)c1ccccc1C(F)(F)F under ABHD5 PLIN5 PPI: -0.8

# Next section
SMILES,ABCB6 inh MLPCN,MC4R antagonist,ABHD5 PLIN5 PPI,TLR9-MyD88 inh,Cardio protect,MC4R barr agon,SRC2 inh,HTR2A ag,NOD2-RIPK2 inh,N-glyco inh
CCC(C)(C)n1nnnc1CN(Cc1cc2cc(OC)ccc2[nH]c1=O)C1CCCC1,96.0,-1.9,0.5,-1.9,34.8,0.6,-7.8,2.0,9.4,0.0
Cc1cc(-c2n[nH]c(=S)n2/N=C/C(Cl)=C/c2ccccc2)n[nH]1,103.0,17.4,5.9,-7.6,-9.0,0.2,-57.0,1.8,-2.5,20.0
CCOC(=O)C[C@H]1c2ccc(C(F)(F)F)cc2S(=O)(=O)N1C1CCCC1,100.0,7.1,3.6,-11.2,0.4,-1.0,-10.4,-1.6,-2.7,0.5
Cc1sc2ncnc(N3CCC(C(=O)NNC(=O)COc4ccccc4F)CC3)c2c1C,95.0,1.8,6.8,1.1,10.0,-2.3,1.6,-4.3,3.7,-2.2
CC1(C)CC(=O)C(C=NCCc2ccccn2)=C(O)C1,99.0,3.4,10.2,1.1,8.3,-0.4,12.5,0.2,-11.8,1.1
COc1ccccc1-c1cn(C(C)(C)C)nc1C,97.0,3.2,5.8,-6.7,-8.7,-3.3,-0.3,-0.4,-0.7,3.4
O=C(COc1ccc2ccc(=O)oc2c1)Nc1ccc(CCO)cc1,96.0,-2.1,1.3,-11.6,-0.5,-1.6,-12.0,2.3,-2.3,1.1
COc1ccc(CCNC(=O)C(NC(=O)OCc2ccccc2)C(C)C)cc1OC (stereo not given),97.0,-4.5,-3.0,-2.7,5.4,-1.3,4.3,5.8,0.0,3.4
COc1ccc(OCCCC(=O)NNC(=O)CCN2CCN(c3ccccc3)CC2)cc1,95.0,6.5,-1.9,-1.0,0.5,-4.1,-20.6,-7.9,1.5,-0.9
O=C(CCN1CCOCC1)NNC(=S)NC(=O)c1ccccc1,106.0,3.9,-11.8,4.7,17.0,-1.8,-11.1,-0.6,6.7,1.8
CC1CCC2(CC1)NC(=O)N(CC(=O)Nc1ccc3[nH]c(=O)[nH]c3c1)C2=O (stereo not given),100.0,1.8,-4.1,-2.2,2.8,-2.9,-26.9,1.7,-5.5,0.1
O=C(N=C1SC2CS(=O)(=O)CC2N1CCc1ccc(F)cc1)C1CCCCC1 (stereo not given),98.0,-0.8,2.8,1.5,-6.4,0.6,4.8,-3.6,-5.2,0.2
COc1ccccc1N1CCN(C(=O)CCc2ccc(S(=O)(=O)NC(C)C)cc2)CC1,88.0,3.2,-1.9,-2.4,-2.0,0.0,-29.6,0.3,1.9,0.3
COc1cc(-n2c(C)nc3cc(C(=O)NCC4CCCO4)ccc32)cc(OC)c1OC (stereo not given),98.0,0.7,-1.9,4.7,-1.6,-2.2,-16.4,-0.5,7.8,0.7
CN1C(=O)C(CCC(N)=O)NC1=S (stereo not given),101.0,2.2,-5.9,-4.8,2.9,1.0,-31.1,-2.2,-0.9,2.3

# Screening results from PubChem.
